MITF inh: MITF inhibitors, primary screen, biochemical, AlphaScreen, human; Microphthalmia-associated transcription factor (Homo sapiens), O75030; AlphaScreen MITF homodimerization, bead proximity signal; inhibition, % at 2.6 µM; actives 0.91% (n = 650,000); in the data active = inhibition above about 50%;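 also: 0% = vehicle wells with protein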
Target sequence (O75030 whole entry, looked up): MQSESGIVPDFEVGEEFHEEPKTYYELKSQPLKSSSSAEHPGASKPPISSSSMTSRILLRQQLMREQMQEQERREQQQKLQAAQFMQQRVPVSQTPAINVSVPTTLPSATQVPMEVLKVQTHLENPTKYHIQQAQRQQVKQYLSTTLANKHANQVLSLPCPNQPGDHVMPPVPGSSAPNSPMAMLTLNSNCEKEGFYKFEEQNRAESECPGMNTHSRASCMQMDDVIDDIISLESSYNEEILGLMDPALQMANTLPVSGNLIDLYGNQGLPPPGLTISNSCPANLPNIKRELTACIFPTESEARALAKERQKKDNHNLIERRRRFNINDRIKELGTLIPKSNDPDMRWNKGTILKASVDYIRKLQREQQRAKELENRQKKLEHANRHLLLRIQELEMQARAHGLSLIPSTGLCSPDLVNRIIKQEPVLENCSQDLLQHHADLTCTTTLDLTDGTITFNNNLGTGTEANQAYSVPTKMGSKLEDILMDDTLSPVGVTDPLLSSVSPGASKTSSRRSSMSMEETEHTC
GPR151 ag: activators of human GPR151, primary screen, cell-based, PathHunter beta-arrestin, luminescence. PathHunter beta-arrestin GPR151 cells. activation, % at 11.2 µM. actives 1% (n = 650,000); in the data active = activation above about 4.9%;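 also: 0% = median of compound wells and 100% = cells with positive control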
Target sequence (Q8TDV0 whole entry, looked up): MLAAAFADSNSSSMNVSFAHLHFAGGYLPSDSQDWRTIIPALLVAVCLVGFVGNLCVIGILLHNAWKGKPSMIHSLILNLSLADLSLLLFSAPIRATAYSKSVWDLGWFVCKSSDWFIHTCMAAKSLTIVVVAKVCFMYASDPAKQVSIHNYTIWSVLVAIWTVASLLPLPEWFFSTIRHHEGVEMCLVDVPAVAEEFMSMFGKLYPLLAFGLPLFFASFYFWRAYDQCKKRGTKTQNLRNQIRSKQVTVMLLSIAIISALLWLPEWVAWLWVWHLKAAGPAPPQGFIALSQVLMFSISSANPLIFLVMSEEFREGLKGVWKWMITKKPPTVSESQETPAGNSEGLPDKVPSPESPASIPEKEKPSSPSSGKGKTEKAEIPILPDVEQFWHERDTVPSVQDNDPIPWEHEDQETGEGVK
TEAD-YAP inh: TEAD-YAP interaction inhibition, primary screen, TEAD-YAP interaction inhibitor project, luminescence, HEK-TIYL cells; TEAD-Gal4/YAP UAS-luciferase luminescence; actives 1.4% (n = 640,000); inhibition, % at 9.12 µM; in the data active = inhibition above about 32%;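 also: 0% = median of test compound wells and 100% = reference inhibitor wells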
FBW7 act: FBW7 E3 ligase activators, primary screen, biochemical, AlphaScreen, human | F-box/WD repeat-containing protein 7 (Homo sapiens), Q969H0 | AlphaScreen FBW7–phospho-cyclin E peptide binding, activator screen | normalized activity (activation), % at 26.1 µM | actives 0.13% (n = 650,000); in the data active = normalized activity above about 1.9%;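 also: purified mutant Fbw7 with reduced substrate affinity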
Active calls of the source: *.

`Cc1cccc(NC(=O)C2CCN(c3ccc(-c4ccc(F)cc4)nn3)CC2)n1` gave MITF inh 0, GPR151 ag -6.6, TEAD-YAP inh 7 and FBW7 act -0.3.
`Cn1cc(Br)c(C(=O)N2CCc3ccccc3C2)n1` gave MITF inh 5, GPR151 ag 0.4, TEAD-YAP inh -1 and FBW7 act 0.1.
For CN(C)c1ccc(NC(=O)/C=C/c2ccccc2[N+](=O)[O-])cc1 the results were MITF inh 17, GPR151 ag 1.5, TEAD-YAP inh -28 and FBW7 act -0.6.
For CCOC(=O)c1c(NC(=S)Nc2cccnc2)sc(C)c1C the results were MITF inh 7, GPR151 ag 5.3*, TEAD-YAP inh 7 and FBW7 act 0.0.
For COc1cc(/C=N/NC(=O)CC2(C)OCCCO2)ccc1OCc1ccccc1 the results were MITF inh -5, GPR151 ag 0.6, TEAD-YAP inh -21 and FBW7 act 0.3.
Screening Cc1ccc(S(=O)(=O)Cn2nnnc2CN2CCC(Cc3ccccc3)CC2)cc1 returned MITF inh 4, GPR151 ag 0.4, TEAD-YAP inh 14 and FBW7 act -0.1.
Screening COc1ccccc1NC(=O)c1nn(C)cc1Br returned MITF inh -3, GPR151 ag 0.0, TEAD-YAP inh -3 and FBW7 act -0.1.
C[N+]1(C)CCC[C@H]1C(=O)O was read as MITF inh 8, GPR151 ag -0.8, TEAD-YAP inh 3 and FBW7 act 0.7.
`COc1cc(OC)c(OC)cc1CN1CCN(C(=O)CC(C)C)CC1` gave MITF inh 50, GPR151 ag -0.9, TEAD-YAP inh -1 and FBW7 act -0.3.
Screening COC(=O)c1c(NC(=O)COc2ccc([N+](=O)[O-])cc2)sc(C)c1C returned MITF inh -9, GPR151 ag 1.3, TEAD-YAP inh -2 and FBW7 act -0.1.
`CCN(CC)c1ccc(CN2CCN(c3ncccn3)CC2)cc1` gave MITF inh 6, GPR151 ag -0.1, TEAD-YAP inh -1 and FBW7 act 0.2.
Screening CSCCNCc1c(C(=O)N(C)C)nc2ccc(Cl)cn12 returned MITF inh -3, GPR151 ag 0.6, TEAD-YAP inh -11 and FBW7 act -0.2.
Cc1cc(=O)[nH]c2[nH]n(-c3ccccc3)c(=O)c12 was read as MITF inh 10, GPR151 ag 0.7, TEAD-YAP inh 6 and FBW7 act -0.1.
COc1ccccc1OCC(=O)NC(CC(=O)O)c1cccc([N+](=O)[O-])c1 (stereo not given) was read as MITF inh 3, GPR151 ag 3.4, TEAD-YAP inh 5 and FBW7 act 0.0.
Screening CCn1c(-c2ccoc2C)n[nH]c1=S returned MITF inh 3, GPR151 ag -0.5, TEAD-YAP inh -2 and FBW7 act 0.0.
COc1ccc(/C(C)=N/Nc2ccc([N+](=O)[O-])cc2[N+](=O)[O-])cc1 was read as MITF inh 2, GPR151 ag 1.1, TEAD-YAP inh -14 and FBW7 act 0.0.
Screening O=c1c2ccccc2ncn1CCCOc1ccc2ccccc2c1 returned MITF inh -7, GPR151 ag 0.4, TEAD-YAP inh 0 and FBW7 act 0.0.
For CCn1cc(C(=O)N2CCOc3ccc(CN4CCN(C(C)=O)CC4)cc3C2)cn1 the results were MITF inh 10, GPR151 ag -1.4, TEAD-YAP inh -22 and FBW7 act 0.2.
For CNC(=O)c1ccc(Nc2nnc(-c3ccc(C)c(S(=O)(=O)N4CCCCC4)c3)c3ccccc23)cc1 the results were MITF inh -3, GPR151 ag 2.3, TEAD-YAP inh -4 and FBW7 act -0.1.
Screening O=C(COc1ccccc1[N+](=O)[O-])Nc1ccccn1 returned MITF inh 3, GPR151 ag -8.8, TEAD-YAP inh 36* and FBW7 act 0.0.
COC(=O)c1ccc(OCC2c3cc(OC)c(OC)cc3CCN2C(=O)c2cccc(C(F)(F)F)c2)cc1 (stereo not given) was read as MITF inh 17, GPR151 ag -1.8, TEAD-YAP inh -3 and FBW7 act 0.1.
Screening COc1cccc2cc(-c3csc(NC(=O)CCC(=O)N4CCCC(C)C4)n3)c(=O)oc12 (stereo not given) returned MITF inh 10, GPR151 ag -0.6, TEAD-YAP inh -26 and FBW7 act 0.9.
Screening CCOc1cccc(=O)c2c(C)n(-c3ccc(C)cc3)c(C)c12 returned MITF inh 2, GPR151 ag 0.6, TEAD-YAP inh -3 and FBW7 act -0.1.
Screening CCOC(=O)N1CCN(C(=O)C2CC23CCN(C(=O)CCc2ccccc2)CC3)CC1 (stereo not given) returned MITF inh 17, GPR151 ag -1.0, TEAD-YAP inh 6 and FBW7 act 0.6.

A draw from above in order of heavy-atom count, rising:
Screening CCn1c(-c2ccoc2C)n[nH]c1=S returned MITF inh 3, GPR151 ag -0.5, TEAD-YAP inh -2 and FBW7 act 0.0.
Screening O=c1c2ccccc2ncn1CCCOc1ccc2ccccc2c1 returned MITF inh -7, GPR151 ag 0.4, TEAD-YAP inh 0 and FBW7 act 0.0.
COc1ccccc1OCC(=O)NC(CC(=O)O)c1cccc([N+](=O)[O-])c1 (stereo not given) was read as MITF inh 3, GPR151 ag 3.4, TEAD-YAP inh 5 and FBW7 act 0.0.

Next section:
`COc1ccc(NC(=O)CSc2c(C)n[nH]c2C)cc1` gave MITF inh 22, GPR151 ag 2.0, TEAD-YAP inh 1 and FBW7 act 0.1.
For CCNC(=O)CC1C(=O)N(c2ccccc2)C(=O)N1CCOC (stereo not given) the results were MITF inh 3, GPR151 ag 1.0, TEAD-YAP inh -2 and FBW7 act 0.0.
Screening Cc1cc(C)nc(OC(Cc2ccncn2)c2ccc(C(F)(F)F)cc2)n1 (stereo not given) returned MITF inh -10, GPR151 ag 2.6, TEAD-YAP inh -11 and FBW7 act 0.3.
Screening CCn1c(=O)c2ccccc2n2c(SCC(=O)Nc3nnc(C)s3)nnc12 returned MITF inh 7, GPR151 ag -0.8, TEAD-YAP inh 3 and FBW7 act 0.4.
Cc1onc(-c2ccccc2Cl)c1C(=O)Nc1ccccc1F was read as MITF inh 14, GPR151 ag -2.3, TEAD-YAP inh 7 and FBW7 act 0.1.
For Cc1ccccc1NC(=O)c1ccc(Br)cc1 the results were MITF inh 2, GPR151 ag 0.1, TEAD-YAP inh -5 and FBW7 act -0.1.
Screening COc1ccc(S(=O)(=O)N(C)c2ccc(C(=O)N3CCC(C(N)=O)CC3)cc2)cc1 returned MITF inh 15, GPR151 ag 1.5, TEAD-YAP inh 3 and FBW7 act 0.5.
For Cc1ccc(S(=O)(=O)N2/C(=C\COc3ccccc3)C(N3CCOCC3)c3ccccc32)cc1 (stereo not given) the results were MITF inh -4, GPR151 ag 0.5, TEAD-YAP inh 3 and FBW7 act -0.3.
Screening O=C(c1ccc(N2C(=O)C3CC=CCC3C2=O)cc1)c1ccc(N2C(=O)C3CC=CCC3C2=O)cc1 (stereo not given) returned MITF inh -20, GPR151 ag -1.2, TEAD-YAP inh -5 and FBW7 act 0.1.
For CCC(C(=O)NCc1ccc(F)cc1)c1ccccc1 (stereo not given) the results were MITF inh 10, GPR151 ag 3.2, TEAD-YAP inh 3 and FBW7 act 0.1.
COCC(=O)N(Cc1ccco1)Cc1cc2cccc(C)c2nc1Cl was read as MITF inh -2, GPR151 ag 0.3, TEAD-YAP inh 10 and FBW7 act 0.0.
`COc1ccc(OC)c(C(=O)COC(=O)c2ccc(O)cc2)c1` gave MITF inh -5, GPR151 ag -0.5, TEAD-YAP inh -14 and FBW7 act -0.1.

Among those listed so far, these contain two or more sulfur atoms:
For CCOC(=O)c1c(NC(=S)Nc2cccnc2)sc(C)c1C the results were MITF inh 7, GPR151 ag 5.3*, TEAD-YAP inh 7 and FBW7 act 0.0.
Screening CCn1c(=O)c2ccccc2n2c(SCC(=O)Nc3nnc(C)s3)nnc12 returned MITF inh 7, GPR151 ag -0.8, TEAD-YAP inh 3 and FBW7 act 0.4.

Two neighbouring records out of the list so far, for reference:
`COc1ccc(NC(=O)CSc2c(C)n[nH]c2C)cc1` gave MITF inh 22, GPR151 ag 2.0, TEAD-YAP inh 1 and FBW7 act 0.1.
For CCNC(=O)CC1C(=O)N(c2ccccc2)C(=O)N1CCOC (stereo not given) the results were MITF inh 3, GPR151 ag 1.0, TEAD-YAP inh -2 and FBW7 act 0.0.

(next part)
Screening COCCn1c(=O)n(CC(=O)NC2CCCCC2)c2cccnc21 returned MITF inh 20, GPR151 ag 0.2, TEAD-YAP inh 12 and FBW7 act 0.5.
CC1CCc2c(sc3ncn(C4CCN(CCC(N)=O)CC4)c(=O)c23)C1 (stereo not given) was read as MITF inh 7, GPR151 ag 1.5, TEAD-YAP inh -10 and FBW7 act 0.0.
CCOC(=O)N1CCN(C(=O)C2CCC(Cn3c(=S)[nH]c4ccsc4c3=O)CC2)CC1 (stereo not given) was read as MITF inh 9, GPR151 ag -0.2, TEAD-YAP inh 11 and FBW7 act -0.2.
`CC1CCC(NC(=O)CCS(=O)(=O)c2ccc3c(c2)n(C)c(=O)c(=O)n3C)CC1` (stereo not given) gave MITF inh 15, GPR151 ag -0.3, TEAD-YAP inh 4 and FBW7 act 0.9.
For CCOc1ccc(/C(O)=C2/C(=O)C(=O)N(CCN3CCOCC3)C2c2ccc(C)cc2)c(C)c1 (stereo not given) the results were MITF inh -2, GPR151 ag 1.9, TEAD-YAP inh 1 and FBW7 act 0.3.
COc1cccc(OC)c1C(=O)Nn1c(C2CC2)nc2cc(Cl)ccc2c1=O was read as MITF inh 1, GPR151 ag -0.1, TEAD-YAP inh -28 and FBW7 act 0.1.
For CC1(C)CC(=O)C=C(NCC2NCCc3ccccc32)C1 (stereo not given) the results were MITF inh -6, GPR151 ag 3.8, TEAD-YAP inh -4 and FBW7 act -0.1.
For COC(=O)c1ccc(C2OCCO2)cc1 the results were MITF inh 3, GPR151 ag 2.0, TEAD-YAP inh -3 and FBW7 act -0.1.
For Cc1ccc(NC(=O)/C=C2\NC(C)(C)Cc3ccccc32)cc1 the results were MITF inh -5, GPR151 ag 0.6, TEAD-YAP inh 2 and FBW7 act -0.2.
For CN(C)NC(=O)CC1Nc2ccccc2NC1=O (stereo not given) the results were MITF inh -4, GPR151 ag 1.6, TEAD-YAP inh -1 and FBW7 act 0.2.
Screening Cc1ccc(NC(=O)COc2ccc(Br)cc2CNCCN(C)C)cc1 returned MITF inh -8, GPR151 ag 0.5, TEAD-YAP inh -10 and FBW7 act -0.3.
For O=C(Cc1ccc2c(c1)OCO2)NCC1Cc2cc(-c3cncnc3)ccc2O1 (stereo not given) the results were MITF inh 4, GPR151 ag -1.3, TEAD-YAP inh 3 and FBW7 act 0.0.

Gathered by group, the entries above containing a furan ring, fused or not
Screening CCn1c(-c2ccoc2C)n[nH]c1=S returned MITF inh 3, GPR151 ag -0.5, TEAD-YAP inh -2 and FBW7 act 0.0.
COCC(=O)N(Cc1ccco1)Cc1cc2cccc(C)c2nc1Cl was read as MITF inh -2, GPR151 ag 0.3, TEAD-YAP inh 10 and FBW7 act 0.0.

Next records.
`COC(CNC(=S)Nc1ccc(F)cc1)OC` gave MITF inh -1, GPR151 ag -0.3, TEAD-YAP inh 9 and FBW7 act 0.1.
`Cc1ccc(C)c(NC(=O)Cn2c(=O)n(Cc3cccs3)c(=O)c3cccnc32)c1` gave MITF inh -8, GPR151 ag -1.8, TEAD-YAP inh 3 and FBW7 act -0.1.
For CN(C)S(=O)(=O)Nc1ccc(N2CCC(NCc3ccsc3)CC2)cc1 the results were MITF inh 9, GPR151 ag 0.0, TEAD-YAP inh 5 and FBW7 act 0.1.
`CC(=O)c1ccc(NC(=S)N2C(C)CCCC2C)cc1` (stereo not given) gave MITF inh 13, GPR151 ag -0.4, TEAD-YAP inh -2 and FBW7 act 0.1.
Cc1cc(NC(=O)CSc2ccc(-c3ccc4c(c3)OCO4)nn2)no1 was read as MITF inh -14, GPR151 ag -1.1, TEAD-YAP inh -8 and FBW7 act -0.2.
CCOC(=O)c1sc(=Nc2ccc(Br)cc2)n(CCO)c1C was read as MITF inh 6, GPR151 ag -0.1, TEAD-YAP inh -8 and FBW7 act -0.1.
Screening COc1ccc(-c2nc3c([nH]2)c(=O)n(C)c(=O)n3C)cc1OC returned MITF inh 11, GPR151 ag 0.1, TEAD-YAP inh 7 and FBW7 act -0.1.
Screening COc1cccc(S(=O)(=O)N2CCc3nc4ccc(Cl)cc4cc3C2)c1 returned MITF inh -6, GPR151 ag 0.5, TEAD-YAP inh -3 and FBW7 act -0.1.
`CCc1cc(NCCO)n2nc3nc(C)cc(C)c3c2n1` gave MITF inh -7, GPR151 ag 0.7, TEAD-YAP inh 3 and FBW7 act -0.2.
For COc1ccc(CN2CCC(N3CCC(C(=O)N4CCCC4)CC3)CC2)cc1 the results were MITF inh 15, GPR151 ag 0.0, TEAD-YAP inh 5 and FBW7 act 0.2.
CCNc1nc(Nc2ccccc2)c2cc(OC)c(OC)cc2n1 was read as MITF inh -2, GPR151 ag -1.9, TEAD-YAP inh 6 and FBW7 act 0.2.
CCOc1ccccc1N1CCN(S(=O)(=O)c2ccc(C)cc2)CC1 was read as MITF inh 1, GPR151 ag -0.6, TEAD-YAP inh -3 and FBW7 act 0.3.
Screening CC(=O)c1sc(NC(=O)c2ccc([N+](=O)[O-])s2)nc1-c1ccccc1 returned MITF inh -4, GPR151 ag -0.6, TEAD-YAP inh -13 and FBW7 act 0.0.
N[C@@H](C(=O)N1CCCC(Nc2ccc3[nH]ncc3c2)C1)c1ccccc1 (stereo not given in full) was read as MITF inh 12, GPR151 ag -1.4, TEAD-YAP inh -2 and FBW7 act -0.5.
`c1cncc(Nc2nc(NCc3nc4ccccc4[nH]3)c3ncn(C4CCCCC4)c3n2)c1` gave MITF inh 2, GPR151 ag -0.7, TEAD-YAP inh 70* and FBW7 act -0.2.

Source: PubChem
